Screens: PubChem, Southern Research Specialized Biocontainment Screening Center
K1F lysis inhibition – inhibition of K1F phage lysis, E. coli UTI89, bacterial capsule biogenesis inhibitors, alamar blue (AID 488966) | E. coli UTI89 K1F phage lysis, alamar blue, 2 h; higher % means a stronger effect | inhibition, % at 100 µM; hits with a dose series show IC50 in µM | 340,000 tested, 0.02% active;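 active = phage lysis inhibition, versus mean bacterial control, above a set limit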;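 note: capsule biogenesis inhibitors block K1F phage lysis so surviving cells raise fluorescence; higher fluorescence means more inhibition of phage lysis; actives were called in the ten point dose series up to 300 µM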
Numbers without * were called inactive; i = inactive; [ ] = another dose, or the depositor's remark. The list is partial (hit frequency here may not be typical).

compound	K1F lysis inhibition
Cc1ccc2nc(N3CCN(C(=O)c4ccccc4F)CC3)c(C#N)cc2c1	0.2%
O=C(NCCc1nc(-c2ccccc2)no1)c1ccco1	2.7%
CCC/C(=N/NC(=O)c1nnn(-c2nonc2N)c1CN1CCCCC1)c1ccccc1	-0.1%
CCN(Cc1nc2cc(Cl)ccc2c(=O)[nH]1)C(=O)CN1C(=O)NC2(CCCCC2C)C1=O (stereo not given)	1.2%[50 µM]
C=CC[C@H](CC(=O)N[C@H](CO)Cc1ccccc1)C(=O)N[C@H](COC(=O)[C@H](CC=C)CC(=O)OC(C)(C)C)Cc1c[nH]c2ccccc12	3.9%
CCNC(=O)N(C)C[C@H]1N[C@@](CC)(C(=O)OC)[C@H]2C(=O)N(Cc3ccccc3)C(=O)[C@@H]12	0.0%
COCCCn1c(C)cc(C(=O)COC(=O)C23CC4CC(CC(O)(C4)C2)C3)c1C	1.6%[50 µM]
CN(CC(=O)N1CCN(Cc2ccccc2)CC1)C(=O)Cc1ccc(Cl)c(Cl)c1	-2.2%
CCCCn1c(N)c(N(CCC(C)C)C(=O)c2ccc([N+](=O)[O-])s2)c(=O)[nH]c1=O	-1.7%[50 µM]
CCCN(C(=O)c1cc(S(=O)(=O)N(C)c2ccc(OCC)cc2)ccc1C)C1CCS(=O)(=O)C1 (stereo not given)	0.3%[50 µM]
Cn1nc(C#N)c(=O)[nH]c1=O	4.3%
COc1ccccc1NS(=O)(=O)c1cccc(C(=O)NCC(c2cccs2)N2CCOCC2)c1 (stereo not given)	0.8%[50 µM]
CN(CCc1ccccc1)C(=O)c1cccc(NC(=O)Cc2cccc(NC(=O)C3CCN(C(=O)C4CC4)CC3)c2)c1	0.2%
COc1cccc(NC(=O)CN(C)C(=O)c2ccccc2-c2nc3ccccc3s2)c1	-1.4%
O=S(=O)(c1ccc(Cl)cc1)N1CCC(n2cnc3cc(C(F)(F)F)ccc32)CC1	2.5%
CCN(c1ccccc1)S(=O)(=O)c1ccc(C(=O)N2CCCC(C(F)(F)F)C2)cc1 (stereo not given)	0.0%[50 µM]
CC(C)n1nccc1NC(=O)COC(=O)c1ccc(NC(N)=O)cc1	2.0%
COc1ccc2[nH]c3c(c2c1)CCN1C(=O)C(CC(=O)NCCc2ccccn2)C[C@H](C(=O)N2CCOCC2)[C@@]31C (stereo not given in full)	0.4%
CC(=O)c1ccccc1NC(=O)COc1ccc(N(C)S(=O)(=O)c2ccc(C)c(C)c2)cc1	0.4%[50 µM]
C/C=C1\COC(C(=O)NCc2ccccc2)(C(F)(F)F)C=C1C=C(C)C (stereo not given)	0.7%
O=C(CCN=C1NS(=O)(=O)c2ccccc21)OCc1c(F)c(F)c(F)c(F)c1F	0.7%[50 µM]
Cc1nn2c(-c3cccc(NC(=O)CN4CCOCC4)c3)nnc2c2ccccc12	-0.4%[50 µM]
COc1ccc(N=Nc2ccc(CO)cc2)cc1	-2.4%
COc1ccc(CN(C)CC(=O)Nc2ccccc2C(=O)NC2CC2)cc1	1.5%[50 µM]
COC(=O)C1=C(C)N(Cc2ccccc2)C(=NCc2ccc(OC)cc2)N[C@H]1c1ccccc1	0.0%
COc1ccc(C(=O)NCCc2ccc(Cl)cc2)cc1S(=O)(=O)N1CCCCC1C (stereo not given)	i
O=C(Nc1ccccc1)[C@@H]1CC=C[C@@H]2CCN(C3CCCCC3)C(=O)[C@@H]21	1.0%
CCOc1ccc(NC2=CC(=O)C(=O)c3ccccc32)cc1	6.3%
O=C(CSc1nncs1)NNC(=O)c1ccccc1Br	-0.3%
Cc1ccc(S(=O)(=O)c2nc(-c3cccs3)oc2N2CCC(C(N)=O)CC2)cc1	-0.1%
CC1(C)Cc2cccc(OCC(=O)NCc3cccs3)c2O1	1.6%[50 µM]
Cn1c(=O)c2c(nc(C3CC4C5CCC(C5)C4C3)n2C)n(C)c1=O (stereo not given)	2.8%
Cc1ccc(S(=O)(=O)Nc2cccc(C(=O)NC3CCN(Cc4ccccc4)CC3)c2)cc1F	-0.2%[50 µM]
CCOC(=O)c1[nH]c(C)c(C(=O)OCC(=O)N(Cc2ccccc2)C(C)C)c1C	-0.2%[50 µM]
COc1ccc(C(C)(C)C)cc1NC(=O)COC(=O)C1=NNC(=O)CC1	0.7%[50 µM]
CC1CC1C(=O)Nc1ccc(S(=O)(=O)N2CCCCC2)cc1 (stereo not given)	0.0%[50 µM]
COc1ccc(NC(=O)COC(=O)CNS(=O)(=O)/C=C/c2ccccc2)cc1OC	0.5%[50 µM]
CCOc1ccc(OCCC(=O)N(CCOC)c2c(N)n(Cc3ccccc3)c(=O)[nH]c2=O)cc1	1.1%
Cc1cc(NC(=O)CSc2nnc(C(F)(F)F)n2C)no1	1.0%[50 µM]
O=C(CN1C(=O)NC2(CCOc3ccccc32)C1=O)NCCc1ccccc1 (stereo not given)	0.5%[50 µM]
COc1cccc(N2CC(NC(=O)c3ccc4ccccc4c3)CC2=O)c1 (stereo not given)	0.8%[50 µM]
CCc1nn(CC(=O)NCCCN2CCOCC2)c(=O)c2cc3c(OC)cccc3n12	0.0%
COc1ccc(CCNC(=O)COC(=O)CCC(=O)c2cccs2)cc1OC	-2.6%
COc1cccc(CN(C)C(=O)c2ccc(NS(=O)(=O)c3ccc(F)cc3)cc2)c1OC	-0.2%[50 µM]
COC(=O)c1sc(NC(=O)c2ccc(OC)cc2OC)nc1C	-0.2%
O=C1NCCn2nc3ccccc3c21	0.8%
CCOc1ccc(NC(=O)CN(C)C(=O)c2c(C)nn(-c3ccc(F)cc3)c2Cl)cc1OCC	0.6%[50 µM]
CC(=O)Nc1cccc(C(=O)OCC(=O)NC(=O)Cc2ccccc2)c1	-0.9%
COC(=O)C1CCN(C(=O)CN2C(=O)NC(CC(C)C)C2=O)CC1 (stereo not given)	0.8%[50 µM]
Cc1ccc(S(=O)(=O)N2CCc3ccccc3CC2)cc1	-1.1%

A different layout for part of the listing above:
compound: CCOc1ccc(NC(=O)CN(C)C(=O)c2c(C)nn(-c3ccc(F)cc3)c2Cl)cc1OCC
  K1F lysis inhibition: 0.6%[50 µM]
compound: CC(=O)Nc1cccc(C(=O)OCC(=O)NC(=O)Cc2ccccc2)c1
  K1F lysis inhibition: -0.9%
compound: CCc1nn(CC(=O)NCCCN2CCOCC2)c(=O)c2cc3c(OC)cccc3n12
  K1F lysis inhibition: 0.0%
compound: COc1cccc(CN(C)C(=O)c2ccc(NS(=O)(=O)c3ccc(F)cc3)cc2)c1OC
  K1F lysis inhibition: -0.2%[50 µM]

Structural class, the compounds so far containing a tert-butyl group.
compound	K1F lysis inhibition
C=CC[C@H](CC(=O)N[C@H](CO)Cc1ccccc1)C(=O)N[C@H](COC(=O)[C@H](CC=C)CC(=O)OC(C)(C)C)Cc1c[nH]c2ccccc12	3.9%
COc1ccc(C(C)(C)C)cc1NC(=O)COC(=O)C1=NNC(=O)CC1	0.7%[50 µM]

Additional entries follow:
compound	K1F lysis inhibition
Cc1ccc(NC(=S)NC(=O)c2ccc(-c3ccccc3)cc2)cc1	0.1%[50 µM]
CC(C)N(C(=O)[C@H]1C[C@H](CC(=O)NCCCN(C)C)C(=O)N2CCc3c([nH]c4ccc(Cl)cc34)[C@]12C)C(C)C	0.3%
CN(C(=O)CN(C)S(=O)(=O)c1ccc(F)cc1)c1c(N)n(Cc2ccccc2)c(=O)[nH]c1=O	-0.1%[50 µM]
COc1cc(OC)c2c(-c3cccc(/C=C/c4ccc(F)cc4)c3)cc(=O)oc2c1	0.1%
N#CCCNS(=O)(=O)c1ccc(C(=O)OCC(=O)Nc2ccc3c(c2)OCO3)cc1	0.9%[50 µM]
COc1cc(/C=C(\CCC(=O)O)c2nc3ccccc3s2)ccc1OCC(=O)Nc1c(Cl)cccc1Cl	0.1%[50 µM]
CCc1ccc(-c2nc(SCC(=O)N(C)C3CCS(=O)(=O)C3)n[nH]2)cc1 (stereo not given)	0.5%[50 µM]
CNC[C@@H]1Oc2c(NS(C)(=O)=O)cccc2C(=O)N([C@@H](C)CO)C[C@H]1C	2.3%
COc1ccc(C(CNC(=O)c2cccc(S(=O)(=O)Nc3cccc(C)c3)c2)N2CCOCC2)cc1 (stereo not given)	-1.3%
O=C(NNC(=O)c1cccc(-n2cccc2)c1)c1ccccc1	0.6%[50 µM]
CN(CC(=O)Nc1cccc(F)c1)C(=O)CNC(=O)Cc1cccc2ccccc12	0.7%[50 µM]
Cc1ccc(C)c(S(=O)(=O)N2CCN(C(=O)Cc3ccccc3)CC2)c1	0.3%[50 µM]
COc1ccc(NC(=O)Nc2ccc3c(c2)C(=O)N([C@H](C)CO)C[C@H](C)[C@@H](CN(C)S(=O)(=O)c2cccs2)O3)cc1	1.2%
COc1ccc(N(C)S(=O)(=O)c2cccc(C(=O)Nc3nc(C)c(C(C)=O)s3)c2)cc1	1.0%[50 µM]
Cc1cccc(-c2ccc3c(c2)C2CC3CCN2C)c1 (stereo not given)	0.2%
CC(=O)Nc1ccc(S(=O)(=O)N(C)CC(=O)NC2CCCC(C)C2C)cc1 (stereo not given)	0.1%[50 µM]
CC12CCC(=O)N1C(C(=O)Nc1ccc(S(=O)(=O)N3CCCCC3)cc1)CS2 (stereo not given)	1.2%[50 µM]
CC[C@]12c3[nH]c4cc(CCC(=O)N(C)C)ccc4c3CCN1C(=O)[C@@H](CC(=O)NCCN1CCOCC1)C[C@@H]2C(=O)N1CCN(C(=O)C2CC2)CC1	0.0%
CCOC(=O)c1ccc(-c2cccc(-c3cc(=O)oc4cc(OC)cc(OC)c34)c2)cc1	0.1%
COc1ccc(CCNC(=O)CSc2nc3[nH]c(=O)cc(O)c3s2)cc1	0.1%[50 µM]
O=C(COC(=O)C1CCN(S(=O)(=O)c2cccs2)CC1)Nc1ccc(F)cc1Cl	-1.4%
CCOC(=O)C1CCCN(CC(=O)Nc2ccc(C(=O)Nc3ccccc3OC)cc2)C1 (stereo not given)	2.2%[50 µM]
O=C(NCCCN1CCOCC1)c1ccc2ccccc2c1	1.1%[50 µM]
NNc1cccc(C=Cc2ccccc2)cc1=O	0.5%
COc1ccc2nc(-c3ccccc3)cc(C(=O)N3CCC3)c2c1	1.0%[50 µM]
CC(C)n1nccc1NS(=O)(=O)c1ccccc1	0.6%[50 µM]
Cc1cc(C(=O)O)cc(S(=O)(=O)Nc2ccccc2C(=O)NC2CC2)c1C	0.8%[50 µM]
Cc1ccc(OCC(=O)Nc2ccc(C)c(F)c2)c([N+](=O)[O-])n1	1.9%[50 µM]
N#Cc1ccc(OCC(=O)N2CCN(C(=O)c3ccco3)CC2)cc1	1.6%[50 µM]
C[C@H](CO)N1C[C@H](C)[C@@H](CN(C)S(=O)(=O)c2cccs2)Oc2ccc(NS(=O)(=O)c3cn(C)cn3)cc2C1=O	9.2%
CC1CCCCC12NC(=O)N(CC(=O)OCC(=O)Nc1ccc(F)cc1[N+](=O)[O-])C2=O (stereo not given)	1.5%
Cc1nc(SCC(=O)Nc2ccccc2C(F)(F)F)c2c(=O)n(C)c(=O)n(C)c2n1	4.1%
CCN(C(=O)CSc1n[nH]c(-c2ccc(OC)cc2)n1)c1c(N)n(Cc2ccccc2)c(=O)[nH]c1=O	0.6%[50 µM]
CC[C@]12C(=O)N(C)C[C@H]([C@@H]3C(=O)N(C)C(=O)[C@@H]31)N2C(=O)c1ccc(Cl)c(Cl)c1	0.7%
Cc1nc(SCC(=O)N2CCNC2=O)c2ccccc2n1	5.5%
COc1ccc(F)cc1S(=O)(=O)Nc1cc2c3c(c1)CCC(=O)N3CCC2	0.4%[50 µM]
O=[N+]([O-])c1cccc(S(=O)(=O)N2CN(c3ccc(Br)cc3)c3nc4ccccc4nc32)c1	10.5%
Cc1cc(-n2c(C)cc(C(=O)CN3C(=O)C(=O)N(C)C3=O)c2C)no1	0.6%[50 µM]
COCCN(C(=O)c1sc2ccccc2c1Cl)c1c(N)n(CC(C)C)c(=O)[nH]c1=O	0.6%[50 µM]
NS(=O)(=O)c1ccc(NC(=O)COC(=O)c2ccc(S(=O)(=O)N3CCOCC3)cc2)cc1	1.1%
Cc1cc(C(=O)NNC(=O)C(C)(C)Oc2ccc(Cl)cc2)c(C)o1	-0.1%[50 µM]
CN1/C(=C/C(=O)COC(=O)C2COc3ccccc3O2)C(C)(C)c2ccccc21 (stereo not given)	3.2%
CC(=O)c1ccc(CCCCc2ccc(C(C)=O)cc2)cc1	-2.5%
Cc1ccc(S(=O)(=O)N(C)C)cc1NC(=O)COC(=O)c1ccc2c(=O)n3c(nc2c1)CCC3	1.7%[50 µM]
COc1ccccc1N1CCN(CC(=O)Nc2ccnn2C2CCCC2)CC1	1.0%[50 µM]
CCCOC(=O)c1cc(-c2ccc(/C=C3/C(=O)N(C)C(=O)C(C#N)=C3C)o2)ccc1Cl	-0.2%
Cc1nc(SCC(=O)Nc2ccc(S(=O)(=O)N3CCOCC3)cc2)c2c(C)c(C)sc2n1	-3.6%
O=C(CCCN1C(=O)NC2(CCCC2)C1=O)Nc1ccc(F)cc1	0.1%[50 µM]
O=C(c1ccc2c(c1)OCO2)N1CCN(S(=O)(=O)c2ccc(Br)cc2Cl)CC1	0.5%[50 µM]
